Screening results from PubChem.
Imprint erasure: genomic imprint erasure induction | 110,000 tested, 0.02% active | AID 1948 | mouse ES Peg3-LacZ reporter, beta-gal luminescence, 40 h | Potency, µM (doses to about 60.7 µM), without a hit: at the highest dose activity change, positive = activation, usual class: activators;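 note: 0% = negative control wells on the plate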
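Imprint erasure is scored as LacZ activity from the silenced maternal Peg3 allele in feeder-free female ES cells cultured 40 h with LIF. Luminescence is normalized to in-plate negative controls and fitted to the Hill equation.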
p53ts 32C tox: p53ts cell cytotoxicity, permissive temperature. H1299-p53A138V at 32C, ATP luminescence viability, 24 h. Potency, µM (top dose mostly 46.1 µM), inactives show at the top dose activity change, negative = cytotoxicity, actives largely listed as cytotoxic. 130,000 tested, 0.93% active. AID 924;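 note: 0% = DMSO and -100% = full killing by reference compound; nearly all actives have a fitted effect of over 55% in size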
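ATP-content luminescence (ATPlite) read-out after 24 h compound exposure at 32C in H1299-p53A138V cells (600/well). Tested up to 46 uM. Normalized to DMSO (0%) and 100 uM tamoxifen (100% killing); Hill-fit AC50.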
IkB sig inh: IkB pathway inhibition in ABC-DLBCL cells. ABC-DLBCL IkBa-CBG/CBR dual luciferase ratio, 4 h; response scale: scaled: untreated 0%, proteasome inhibitor 100%. Potency, µM (top dose mostly 57.1 µM), without a hit: top-dose IkBa stabilization activation. 110,000 tested, 0.04% active. AID 445; active = well fitted curve in the direction sought with a large enough effect in the signal ratio, not every such curve was filed as active; inconclusive = small, poorly fitted or top-dose-only effect, or a change in a side signal; the % refers to the signal ratio;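 note: the direction sought is a rising ratio; 0% = basal untreated cells and 100% = reference inhibitor full response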
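In this assay, an IκBα–CBG68 fusion accumulates when IKK-driven degradation is blocked; native CBR normalizes for cell number. OCI-Ly3 cells were treated 4 h with compound and doxycycline, then green and red light read after Chroma-Glo addition.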
p53ts 39C kill: kills p53ts cells at the nonpermissive temperature; H1299-p53A138V viability at 39C, ATP luminescence, 24 h; 130,000 tested, 1.5% active; Potency, µM (doses to about 46.1 µM), for inactives: at the highest dose activity change, negative = cell killing, actives largely listed as cytotoxic; note: nearly all actives have a fitted effect of over 55% in size
* marks the source's active call; other numbers are inactive results; ? = inconclusive; . = not tested or not shown; [ ] = remark or other dose. Unless noted, calls come from the whole dose curve; as a rule, active = well fitted curve in the direction sought with a large enough effect; inconclusive = small, poorly fitted or top-dose-only effect, or another doubt; inactive = no such curve, though single readings can be large; an effect the other way counts as inactive or inconclusive. Unless noted, % is set by controls: 0 for no effect and ±100 for the full control effect; potency is the fitted concentration of half-maximal effect.

Values run as follows: Imprint erasure, p53ts 32C tox, IkB sig inh, p53ts 39C kill
- Cc1cccc(N2CCN(C(=O)c3cc4n(n3)C(C(F)(F)F)CC(c3ccco3)N4)CC2)c1C (stereo not drawn)
    -27.5%, 8.2%, ?, -25.1%
- CN1C(=O)CC(C(=O)Nc2ccc(F)cc2)SC1=Nc1ccc2c(c1)OCO2 (stereo not drawn)
    -6.3%, -16.1%, ?, -13.8%
- O=C(CSc1nnc(-c2ccccc2Cl)o1)Oc1ccc(Br)cc1
    ., 14.1%, ., -5.9%
- CCOC(=O)c1nn(-c2ccccc2C)c(=O)c(C#N)c1C
    2.2%, -3.1%, 1.4%, -1.9%
- N#CC(C#N)=c1ccc2c(c1)NC1(CCCCC1)N=2
    -36.6%[inhibitor], -22.1%, ?, -23.6%
- COc1cccc(/C=C/c2onc(C)c2S(=O)(=O)N2CCC(C(=O)N3CCC(C)CC3)CC2)c1
    -18.9%[10.9 µM], -2.7%, ?, -24.4%
- CCOC(=O)CNC(=O)c1nn(-c2cccc(OC)c2)c(=O)c2ccccc12
    -0.9%, -8.1%, -0.8%, -3.9%
- COc1ccc(OC)c(NC(=O)c2c(NCc3ccc(OC)c(OC)c3)sc3c2CCC(C)C3)c1 (stereo not drawn)
    -8.9%[10.9 µM], 25.0%, ?, 35.1%[activator]
- Cc1cc(C)cc(NC(=O)c2cc(S(=O)(=O)N3CCCCCC3)cn2C)c1
    -5.3%[10.9 µM], 2.0%, ?, -13.7%
- CO[C@H]1COC(=O)CCC[C@H](C)[C@H](OC)COC(=O)C/C=C\[C@@H]1C
    ., 0.8%[9.22 µM], ., 5.3%[9.22 µM]
- COc1ccc(-n2nc3ccc(NC(=O)c4cccc(OCCC(C)C)c4)cc3n2)cc1
    ?, ?, 11.0%, 38.8%[activator]
- CC1S/C(=C(\C#N)C(=O)NCc2ccco2)N(Cc2ccco2)C1=O (stereo not drawn)
    -15.2%, -6.3%, 0.7%, -1.6%
- CCOc1ccc(-c2cc(C(=O)NCCCOC)c3c(-c4ccc(CC)cc4)[nH]nc3n2)cc1
    -6.0%[10.9 µM], -5.1%, 1.4%, -6.0%
- CCOC(=O)C1CCN(c2cc(=O)n(C3CCCCC3)c(=O)[nH]2)CC1
    2.8%, 16.1%, 0.8%, -6.9%
- N#CC1=C(N)Oc2n[nH]c(-c3cccs3)c2C1c1ccco1 (stereo not drawn)
    -6.1%, -8.4%, 3.1%, 2.0%
- CCN(C(=O)CN1CCN(c2ccccc2)CC1)c1c(N)n(Cc2ccccc2)c(=O)[nH]c1=O
    -1.1%, -10.0%, 0.1%, -0.8%
- O=C(Cc1ccc(Cl)cc1)c1c(O)cc(O)cc1O
    -0.6%, 8.0%, ., -2.0%
- CN(C)c1ncc2nc(-c3cn(C)c4ccccc34)c(=O)n(C[C@H]3CCCO3)c2n1
    ?, 3.0%, -0.6%[11.4 µM], -8.9%
- O=C(NCC(c1cccnc1)N1CCc2ccccc21)c1ccccc1Br (stereo not drawn)
    -3.2%[10.9 µM], 1.1%, 0.6%, 3.6%
- COc1ccc(OC)c(C2C(C(=O)Nc3ccc(F)cc3)=C(C)Nc3nc(CCCO)nn32)c1 (stereo not drawn)
    -0.7%, 0.8%, 2.6%, 0.0%

Limited to IkB sig inh and Imprint erasure, for 2 of the compounds above:
| Structure | IkB sig inh | Imprint erasure |
| --- | --- | --- |
| CCOc1ccc(-c2cc(C(=O)NCCCOC)c3c(-c4ccc(CC)cc4)[nH]nc3n2)cc1 | 1.4% | -6.0%[10.9 µM] |
| CCOC(=O)C1CCN(c2cc(=O)n(C3CCCCC3)c(=O)[nH]2)CC1 | 0.8% | 2.8% |

Additional structures
Values run as follows: Imprint erasure, p53ts 32C tox, IkB sig inh, p53ts 39C kill
- Cc1cc(C)n2nc(CNC(=O)c3c(F)cccc3F)nc2n1
    -6.5%[10.9 µM], -0.5%, 2.2%, 18.4%
- N#Cc1nc(-c2ccc(COc3ccccc3)o2)oc1NCc1ccccc1
    -10.4%[10.9 µM], ?, 0.0%, 0.3%
- Cc1nn(Cc2ccccc2)c2c1C(c1ccco1)C(C#N)=C(N)O2 (stereo not drawn)
    -6.5%, -5.3%, ?, 3.5%
- COCCn1cnnc1SCC(=O)c1ccc(S(=O)(=O)N2CCCC2)cc1
    -4.3%, 9.0%, 0.2%, -7.8%
- Nc1c(-c2nc(-c3ccc(Cl)cc3)cs2)c2ccccn2c1C(=O)c1ccc2c(c1)OCO2
    -5.3%[10.9 µM], -6.7%, ?, -1.1%
- CSc1cccc(NC(=O)Nc2ccccc2)c1
    18.7%, ?, ?, -23.9%
- O=C(Nc1ccccc1C(=O)NC1CCCCC1)c1ccco1
    ., -7.9%, ., 15.3%
- CCN(CC)CCNC(=O)Cn1nc(Cc2cccnc2)c2ccccc2c1=O
    -10.8%, -3.4%, 0.9%, -2.8%
- O=C1c2ccccc2NC(c2cnc3ccccc3n2)N1O (stereo not drawn)
    -37.2%[inhibitor], -23.3%, ?, -22.1%
- COCCNc1nc(-c2ccccc2C(F)(F)F)nc2ccccc12
    4.5%, 10.1%, 0.5%[11.4 µM], 1.8%
- COc1cccc(NC(=O)C2CC(=O)N=C(N)S2)c1 (stereo not drawn)
    -13.4%, 4.9%, 2.8%, 4.9%
- CCOc1ccc(N2CC(C)Cn3c2nc2c3c(=O)n(CC(=O)O)c(=O)n2C)cc1 (stereo not drawn)
    -6.3%[10.9 µM], -3.2%, 0.3%, 29.5%
- O=C(CCS(=O)(=O)Cc1ccccc1)NCc1ccco1
    17.1%, -1.6%, 2.3%, 19.7%
- C=CCOC(=O)C1=C(C)NC(SCC(=O)NC(=O)OCC)=C(C#N)C1c1cccnc1 (stereo not drawn)
    -13.0%, 8.4%, 2.9%, 1.3%
- CC(C)c1ccc(NC(=O)C(C)N(c2ccccc2)S(C)(=O)=O)cc1 (stereo not drawn)
    -10.9%[10.9 µM], 9.1%, -1.9%, 5.9%
- O=c1c(-c2ccc(F)cc2)nc2cnc(Nc3ccccc3)nc2n1C[C@H]1CCCO1
    ?, -0.5%, -0.4%[11.4 µM], -7.2%
- O=C(Oc1cccc(N2C(=O)CCC2=O)c1)C1CC(=O)N(c2ccc(Br)cc2)C1 (stereo not drawn)
    -2.9%, -5.9%, 4.9%, 8.1%
- CCc1ccc(Nc2cc(C)nc3nc(C)nn23)cc1
    -19.3%, 25.9%, -3.5%, 5.0%
- O=S1(=O)N=C(N2CCc3ccccc3C2)c2ccccc21
    -1.2%, 2.5%, -0.7%, -1.9%
- O=C(CNC(=O)c1ccco1)OC(C(=O)c1ccccc1)c1ccccc1 (stereo not drawn)
    -10.1%, -4.4%, -0.7%, 4.3%
- CCOC(=O)c1ccccc1NC(=O)c1nn(-c2ccc(C)cc2)c(=O)n(C)c1=O
    -11.3%[10.9 µM], -8.1%, 2.2%, 3.6%
- Cn1c(=O)oc2cc(S(=O)(=O)N3CCN(c4cccc(Cl)c4)CC3)ccc21
    -7.5%, -1.1%, ?, 3.0%
- COc1cc(-c2nnc(SCC(=O)Nc3ccc(F)c(Cl)c3)o2)cc(OC)c1OC
    -4.5%[10.9 µM], 8.7%, ?, -10.6%
- O=c1c2c3c(sc2nc2sc(C4CC4)nn12)CCCC3
    ?, -10.6%, 0.1%, -2.8%
- CC(C)Oc1ccc(CNC(=O)Cn2c(=O)oc3ccccc32)cc1
    -5.7%[10.9 µM], 3.4%, ?, -23.7%
- CCOc1ccc(NC(=O)c2cc3c(=O)n4cccc(C)c4nc3s2)cc1
    24.0%[10.9 µM], 8.0%, -3.0%, 14.0%
- CCCC(=O)Nc1nc(C(=O)OCC)cs1
    -6.2%, 1.1%, 0.7%, 5.3%
- O=C(COc1ccc(-n2cnnn2)cc1)N1CCN(c2ccc(F)cc2)CC1
    -7.8%, 7.0%, 1.8%, 1.3%
- COCCCNC(=O)C1CC(=O)N(C2CCCC2)C1 (stereo not drawn)
    0.4%, 17.2%, -1.8%, -1.8%
- O=C(CN1C(=O)CCn2nc(-c3ccccc3)cc21)NCc1ccccc1
    4.6%[10.9 µM], -7.2%, 0.7%, -23.4%
- COc1ccccc1OCC(=O)NCC(c1ccc(Cl)cc1)N1CCCCC1 (stereo not drawn)
    -18.3%[10.9 µM], ?, ?, -9.5%
- O=C(O[C@@H](C(=O)O)[C@@H](OC(=O)c1ccccc1)C(=O)O)c1ccccc1
    -0.4%, ?, 0.0%, -1.4%
- CC(C)(C)NC(=O)c1ccc2nc(CCc3ccccc3)oc2c1
    -9.2%[10.9 µM], 2.8%, -2.2%, -14.1%
- COc1cccc(NC(=O)C2C3CC4OC(=O)C2C4C3)c1 (stereo not drawn)
    -10.6%, 1.5%, 2.0%, 6.9%
- COc1ccc(C2C=C(c3ccccc3)Nc3nc(CCCO)nn32)cc1 (stereo not drawn)
    -6.3%, 6.2%, 1.3%, -4.8%
- COc1ccc2c(c1)c(=O)c(C(=O)c1ccc(F)cc1)cn2CC(=O)Nc1ccc2c(c1)OCCO2
    ?, -28.7%, ?, ?
- CC(C)CCOCC(=O)Nc1cccc(C(=O)O)c1
    -82.8%[inhibitor], -16.1%, ?, 6.8%
- COc1cccc(-c2nnc(SCC(=O)N(C(C)C)C(C)C)o2)c1
    -8.1%, -5.4%, -3.5%, -24.2%
- COC(=O)c1cc(NC(=O)CC2SCCNC2=O)cc(C(=O)OC)c1 (stereo not drawn)
    -2.6%, 1.6%, 1.5%, 0.8%
- O=C(NCC(O)CO)c1ccc2[nH]c3ccccc3c2c1 (stereo not drawn)
    ., 5.9%, ., 0.0%

Further compounds:
Structure,Imprint erasure,p53ts 32C tox,IkB sig inh,p53ts 39C kill
CCc1nn(C(C)C(=O)N2CCN(c3ccccc3)CC2)c(=O)c2cc3occc3n12 (stereo not drawn),-2.1%[10.9 µM],11.8%,0.1%,-21.5%
CCOc1cc(C2c3c(oc4ccccc4c3=O)C(=O)N2c2ccccn2)ccc1O (stereo not drawn),8.5%[10.9 µM],2.4%,-1.3%,32.8%[activator]
CCc1cc2cc(C)cc(C)c2nc1SCC(=O)N1CCN(C(=O)c2ccco2)CC1,7.6%,7.1%,0.2%,-20.3%
Cc1ccccc1OCC(=O)Nc1ccc(-c2nc3cc(Cl)cc(Cl)c3o2)cc1,-9.1%[10.9 µM],3.6%,0.3%,25.9%
O=C(CCN1CCc2ccccc2C1)Nc1cccc(F)c1,-3.9%,-1.5%,2.0%,-1.1%
FC(F)(F)c1cnc2c(c1)Nc1ccccc1S2,-6.3%,5.3%,?,4.7%
CCc1cccc(N2C(=O)N(CC(=O)NCc3cccc(OC)c3OC)c3ccccc3S2(=O)=O)c1,-9.5%[10.9 µM],6.4%,?,-23.7%
CN(C)S(=O)(=O)N(CC(=O)Nc1ccc(Br)cc1F)c1ccccc1,3.7%[10.9 µM],1.4%,?,5.0%
Cc1ccc(-c2noc(CN(C(=O)COc3cc(C)cc(C)c3C)C(C)C)n2)cc1,-11.8%[10.9 µM],-3.9%,?,?
COCCNC(=O)C1CC(=O)N(CCc2ccccc2)C1 (stereo not drawn),-5.6%,1.0%,-1.2%,-11.6%
CSc1ccc(CN2CCC(O)CC2)cc1,-3.4%,3.9%,2.3%,1.9%
COc1cc(C(=O)Nc2ccc(NC(=O)C(C)C)nc2)cc(OC)c1OC,.,0.5%,3.5%,1.6%
CC(C)(C)NCCCCOc1ccccc1F,-12.7%,-5.8%,1.8%,-15.3%
COCCNC(=O)c1cc2n(n1)CCCN(Cc1ccc(C)cc1)C2=O,-3.3%[10.9 µM],13.9%,1.3%,-7.8%
CCc1ccc(NC(=O)c2cc(C)nn2-c2ccccc2)cc1,-10.4%[10.9 µM],27.0%,?,-20.8%
Cc1nnc(NC(=O)C2(c3ccccc3)CCOCC2)s1,-24.4%,-2.2%,3.0%,5.6%

Molecules shown so far containing a CF3 group, in the order listed:
Structure,Imprint erasure,p53ts 32C tox,IkB sig inh,p53ts 39C kill
Cc1cccc(N2CCN(C(=O)c3cc4n(n3)C(C(F)(F)F)CC(c3ccco3)N4)CC2)c1C (stereo not drawn),-27.5%,8.2%,?,-25.1%
COCCNc1nc(-c2ccccc2C(F)(F)F)nc2ccccc12,4.5%,10.1%,0.5%[11.4 µM],1.8%
FC(F)(F)c1cnc2c(c1)Nc1ccccc1S2,-6.3%,5.3%,?,4.7%
